PREPL inh – inhibits the human prolyl oligopeptidase-like enzyme | recombinant PREPL, fluorescence polarization activity-based probe | inhibition, % at 5.96 µM | 0.68% of 320,000 active; in the data active means inhibition above about 43%;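 further: 0% = enzyme with DMSO and 100% = wells lacking enzyme; many of its hits are not listed in these tables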
Target sequence (Q4J6C6 whole entry, looked up): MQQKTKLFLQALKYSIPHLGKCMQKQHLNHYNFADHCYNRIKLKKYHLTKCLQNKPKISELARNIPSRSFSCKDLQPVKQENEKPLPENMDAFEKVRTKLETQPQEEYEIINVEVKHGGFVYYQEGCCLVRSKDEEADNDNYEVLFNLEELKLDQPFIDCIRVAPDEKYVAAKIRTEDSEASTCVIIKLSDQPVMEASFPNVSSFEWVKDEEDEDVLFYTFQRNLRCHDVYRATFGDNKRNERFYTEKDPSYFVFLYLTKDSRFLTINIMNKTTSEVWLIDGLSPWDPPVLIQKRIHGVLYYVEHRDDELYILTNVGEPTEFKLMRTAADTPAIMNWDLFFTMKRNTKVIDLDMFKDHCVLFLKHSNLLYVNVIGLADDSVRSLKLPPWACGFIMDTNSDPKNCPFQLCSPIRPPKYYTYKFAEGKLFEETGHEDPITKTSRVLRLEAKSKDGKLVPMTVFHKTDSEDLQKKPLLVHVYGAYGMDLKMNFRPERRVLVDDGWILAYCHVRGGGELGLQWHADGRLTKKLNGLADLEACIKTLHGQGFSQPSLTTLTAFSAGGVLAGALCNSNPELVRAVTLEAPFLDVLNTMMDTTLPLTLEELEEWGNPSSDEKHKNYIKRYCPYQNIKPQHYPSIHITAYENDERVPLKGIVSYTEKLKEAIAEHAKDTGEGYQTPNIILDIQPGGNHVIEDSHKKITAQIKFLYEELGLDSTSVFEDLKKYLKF
PAFAH1B3 inh – inhibitors of human PAFAH1B3; Q15102; recombinant PAFAH1B3, FP-rhodamine probe, fluorescence polarization; inhibition, % at 3.39 µM; 0.28% of 340,000 active;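 active means inhibition above the screen-wide average of all tested compounds plus 3 SD, cut at about 25% in these data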;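 further: 0% = enzyme with DMSO only and 100% = wells lacking PAFAH1B3 protein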
EBNA-1 inhibitor – blocks EBNA-1 binding to DNA; EBNA-1 DNA binding, fluorescence polarization; inhibition, % at 14.8 µM; 0.34% of 300,000 active; AID 1950; in the data active means inhibition above about 28%
LYPLA1 counter – LYPLA1 (human) inhibition in PME1 counter-screen; recombinant LYPLA1, FP-Rh probe fluorescence polarization; inhibition, % at 5.9 µM; O75608; 0.16% of 320,000 active;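 active means inhibition above the mean of all tested compounds plus 3 SD, set per campaign, cut at about 14% in these data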;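 further: inhibitors block serine hydrolase probe labeling of LYPLA1 so polarization falls; 0% = enzyme with DMSO and 100% = wells lacking LYPLA1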
Target sequence (O75608 whole entry, looked up): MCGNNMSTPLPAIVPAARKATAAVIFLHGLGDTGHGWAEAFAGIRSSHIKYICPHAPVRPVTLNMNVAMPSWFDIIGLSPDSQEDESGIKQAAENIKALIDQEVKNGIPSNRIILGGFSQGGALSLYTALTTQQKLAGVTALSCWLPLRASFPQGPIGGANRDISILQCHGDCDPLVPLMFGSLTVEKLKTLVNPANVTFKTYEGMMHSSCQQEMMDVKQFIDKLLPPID
PAD4 inh – blocks human protein arginine deiminase 4; inhibition, % at 6.36 µM; 0.41% of 330,000 active; Q9UM07; AID 485272; recombinant PAD4, RCA probe fluorescence polarization;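 active means percent inhibition above a cutoff equal to the mean of all tested compounds plus 3 SD, cut at about 15% in these data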;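 further: 0% = PAD4 with RCA probe and DMSO and 100% = probe without PAD4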
GSTO1 counter – GSTO1 inhibition, counter-screen for RBBP9 inhibitors; recombinant GSTO1, activity-based probe fluorescence polarization; P78417; inhibition, % at 5.96 µM; AID 1974; 1.1% of 300,000 active;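 active means inhibition above the campaign mean inhibition plus 3 SD, cut at about 35% in these data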;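 further: 0% = GSTO1-1 with DMSO and 100% = wells lacking GSTO1-1 enzyme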
PAFAH2 inh – inhibitors of human PAFAH2 | recombinant PAFAH2, FP-rhodamine activity probe, fluorescence polarization | inhibition, % at 3.39 µM | 0.99% of 340,000 active | AID 492956;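 active means inhibition above the mean over all tested compounds plus 3 SD, cut at about 30% in these data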;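 further: inhibitors block probe labeling of enzyme so polarization drops; 0% = enzyme with DMSO and 100% = wells lacking PAFAH2 protein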
LYPLA2 inh – counter-screen for PME1 inhibitors: inhibitors of human LYPLA2; O95372; recombinant LYPLA2, FP-Rh probe fluorescence polarization; inhibition, % at 5.9 µM; 0.38% of 320,000 active; AID 2177;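 active means inhibition above the screen-wide mean plus 3 SD, limit set per campaign, cut at about 26% in these data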;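 further: 0% = LYPLA2 with DMSO and 100% = wells lacking LYPLA2 enzyme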
ZTA counter – counter-screen for EBNA-1 inhibitors: inhibitors of Epstein-Barr virus ZTA; 0.15% of 320,000 active; inhibition, % at 11 µM; ZTA-DNA binding, fluorescence polarization; in the data active means inhibition above about 33%
The depositor's hits bear a star; . = no result given. These rows are one share of the data; the hit share may differ from the screen's.

SMILES	PREPL inh	PAFAH1B3 inh	EBNA-1 inhibitor	LYPLA1 counter	PAD4 inh	GSTO1 counter	PAFAH2 inh	LYPLA2 inh	ZTA counter
CCOC(=O)N1CCN(C(=O)CCCn2c(=O)[nH]c3ccccc3c2=O)CC1	12	6	-3	2	0	-3	2	6	3
Oc1ccc(C=Nc2cccc3ccccc23)c(O)c1	7	0	6	-5	-21	38*	-5	-1	4
CCOC(=O)C1(CC2CCCCO2)CCN(S(=O)(=O)c2cccc(F)c2)CC1 (stereo not drawn)	7	15	-5	1	-4	10	7	-1	12
CC(C)(CO)NC(=O)C12CC3CC(CC(Br)(C3)C1)C2	-3	0	-3	0	-3	3	1	2	-2
COc1cccc(NC(=O)CCS(=O)(=O)c2ccc(Br)cc2)c1	6	7	2	0	-3	4	-2	-12	19
Cc1ccccc1NC(=O)C(=O)NCC1CCCN1S(=O)(=O)c1cccs1 (stereo not drawn)	0	0	-1	6	0	-3	0	3	5
Cc1ccc2c(c1)cc(CN(Cc1ccc3c(c1)OCO3)S(=O)(=O)c1ccccc1)c1nnnn12	5	-3	-7	-3	-3	7	-5	-7	6
O=C(Cn1[nH]c(=O)c2ccccc2c1=O)Nc1ccc(-c2nnc3n2CCCCC3)cc1	1	0	3	3	0	-15	0	-5	-2
O=S(=O)(c1cccc(NC(=S)NCc2ccco2)c1)N1CCOCC1	2	7	3	-1	0	2	-4	-1	-3
O=C(C1CCN(S(=O)(=O)c2cc(Cl)ccc2Cl)CC1)N1CCCC1	18	12	2	-4	-6	-6	-4	-8	-17
COc1cccc(NC(=S)Nc2ccc(Br)cc2Cl)c1	-4	0	-9	1	1	4	9	2	4
Cc1ccc(NC(=O)Nc2nnc(-c3ccccc3)o2)cc1	31	7	10	2	0	5	5	8	3
O=c1n(-c2ccccc2)c(=O)n2n1CCC2	10	8	1	2	2	-1	-4	3	-14
Cc1ccc(/C=N/NC(=O)C(C)Oc2cccc3ccccc23)o1 (stereo not drawn)	-1	7	-3	-1	4	2	6	6	5
Cn1c(C2=C(O)CN(Cc3ccccc3)C2=N)nc2ccccc21	-8	7	-2	0	-6	0	4	-7	10
O=C(/C=C/c1ccc(Cl)cc1Cl)c1cccnc1	-20	-2	-6	2	0	4	-2	4	16
CCCn1c(CCNc2nc(-c3ccc(Cl)c([N+](=O)[O-])c3)cs2)nc2cc(Cl)c(Cl)cc21	13	-7	4	-1	-1	14	10	-1	-11
COc1ccc(NC(=O)c2ccccc2NC(=O)c2cccs2)cc1	-22	-2	4	-3	-4	1	2	-1	8
O=C(c1cccc(F)c1)N1CCCC(C(=O)N2CCN(c3ccccc3)CC2)C1 (stereo not drawn)	20	5	-5	-4	6	7	4	-5	0
COC(=O)c1c(NC(=O)CCc2ccc(C)o2)sc(C)c1C	-7	3	-5	-1	1	4	5	3	-7
CC(C)(CN1CCOCC1)NS(=O)(=O)c1ccccc1	-2	7	1	-3	0	4	-11	-1	-5
Cc1c(C)c2c(OCC(=O)NCC(O)c3ccccc3)cc3c(c2oc1=O)CCC(C)(C)O3 (stereo not drawn)	11	8	0	0	4	15	70*	5	-11
COc1ccc(NS(=O)(=O)c2ccc(NC(=S)NC(=O)c3cccnc3)cc2)nn1	6	.	3	4	-8	-5	.	-4	0
CCN(C(=O)COC(=O)c1ccc(C)c(S(=O)(=O)N2CCOCC2)c1)C1CCS(=O)(=O)C1 (stereo not drawn)	26	2	1	-2	5	5	-1	4	4
COc1ccc2c(C(=O)c3ccc(C)cc3)n(CCCC(N)=O)[n+]([O-])c2c1	4	8	1	1	-2	5	5	-6	9
Cc1ccccc1NC(=O)c1cc(N)ccc1N1CCCCC1	18	6	-4	6	5	6	4	5	-3
CCCC(=O)Nc1nc2ccc(OC)cc2s1	-1	3	7	1	1	5	2	-2	4
COc1cc(NC(=O)CCc2c(C)noc2C)c(Cl)cc1C(=O)O	1	6	.	.	-1	.	6	.	.
CCN(CC)S(=O)(=O)c1cccc(C(=O)N[C@H](C(=O)Nc2nc3ccccc3s2)C(C)C)c1	-11	1	5	-13	-8	1	-11	-15	7
Cc1ccnc(NS(=O)(=O)c2ccc(NC(=O)c3c(-c4ccccc4Cl)noc3C)cc2)n1	29	5	-5	1	-7	-2	-5	-1	4
CSC1=NCCN1C(=O)c1c(-c2c(F)cccc2Cl)noc1C	3	1	-20	2	-5	5	3	2	-10
CCCOc1ccc(N2C(=O)CC(NCCNc3ccc([N+](=O)[O-])cn3)C2=O)cc1 (stereo not drawn)	9	-1	3	-1	4	1	3	5	-18
Cc1cc(NC(=O)COc2ccc3oc4ccccc4c3c2)no1	-1	3	0	1	0	-9	9	3	-24
COc1ccc(S(=O)(=O)N(C)C)cc1NCC(=O)Nc1cccc(C#N)c1	-7	2	-8	-3	-5	10	-8	-6	9
CCN(CCCNC(=O)C1c2ccccc2C(=O)N(CCOC)C1c1ccc(F)cc1)Cc1ccccc1 (stereo not drawn)	49*	10	-4	2	-3	2	-1	1	-23
Cc1cccc(N2CCN(c3nc4ccc(Cl)cc4n4cnnc34)CC2)c1C	13	10	-2	-1	-2	6	5	1	-11
CCC1=C(OC(=O)N(CC)CC)N2C(=O)OC(=NCCc3c[nH]c4ccccc34)[C@]2(Cc2ccccc2)[C@H]2C1=CC[C@H]1C(=O)NC(=O)[C@H]12	23	1	-17	6	1	1	4	5	-20
COc1ccc(NC(=O)C2CCN(C(=O)c3cccs3)CC2)cc1OC	-2	6	-8	1	1	-3	-2	1	1
CCOc1cc(C(=O)N2CCN(c3ccc(C(C)=O)cc3)CC2)cc(OCC)c1OCC	10	10	-2	1	-3	4	-9	6	2
Cc1noc(C)c1S(=O)(=O)Nc1ccc(C(=O)O)cc1	-2	2	4	-3	-2	-2	2	2	7
Cc1cc(=O)oc2c(C)c(OCC(=O)N3CC[C@@]4(O)CCCC[C@H]4C3)ccc12	18	-1	3	0	2	-10	0	4	-8
CSc1ccc(CCNC(=O)c2nn(C)c3c2CS(=O)(=O)c2ccccc2-3)cc1	7	13	4	0	3	-3	-7	-3	10
CN(C(=O)CCc1nnc(CCCCc2ccccc2)o1)C1CC(C)(C)NC(C)(C)C1	16	6	-4	0	-5	8	4	8	12
COc1cc(C(c2c(C)[nH][nH]c2=O)c2c(C)[nH][nH]c2=O)cc(Br)c1OC	0	10	-2	-1	-12	19	0	-1	4
O=C(O)c1cc([N+](=O)[O-])c(Nc2cccc3ccccc23)c([N+](=O)[O-])c1	-9	11	-2	-1	-4	9	7	-4	10
O=C1c2ccccc2NC(c2ccc(O)cc2)N1Cc1ccco1 (stereo not drawn)	3	2	5	-2	8	-2	4	2	6
CCn1ncc(Br)c1C(=O)NC(C)c1ccccc1 (stereo not drawn)	11	-8	-13	-3	-3	-2	-2	-3	5
O=C(CCCC(=O)c1ccccc1)NCc1ccccc1	11	12	9	0	0	1	2	1	-13
Cc1ccc(C(=O)Nc2cccc(C(=O)NC3CCCC3)c2)cc1	8	7	6	-4	-5	-4	3	8	5
Cc1noc(C)c1NC(=O)Nc1cccc2c1O[C@H](CN(C)C(=O)Nc1ccc3c(c1)OCO3)[C@@H](C)CN([C@H](C)CO)C2=O	4	15	.	.	-5	.	14	.	.
COCc1c(C#N)c(NCc2cc(OC)c(OC)c(OC)c2)nc(C)c1[N+](=O)[O-]	10	-3	1	4	5	1	-8	11	5
Cc1cc(NC(=O)CO/N=C/c2ccc3c(c2)OCO3)ccc1Br	5	5	-2	1	-1	3	6	-6	3
Cn1cnnc1SCCNS(=O)(=O)c1ccccc1	21	2	-5	-1	1	20	4	2	-4
CC(CO)(CO)NCc1ccc(-c2ccccc2)cc1	2	6	-3	-4	2	5	-2	0	10
O=C1CC2C(=O)NCCN2C(=NC(=O)c2ccccc2)N1 (stereo not drawn)	-4	5	-3	-2	5	-1	0	-3	-14
O=C(NCc1cccnc1)c1ccccc1CCc1ccccc1	-3	3	-12	4	-4	7	-2	6	-23
CC(NC(=O)Cn1nc(-c2ccccc2)ccc1=O)c1ccccc1 (stereo not drawn)	-5	3	-5	1	-4	-3	7	5	11
CC(C)C[C@@H]1NC(=O)[C@H](Cc2ccc(O)cc2)NC(=O)c2cc([N+](=O)[O-])cc(I)c2NCCC[C@@H](C(N)=O)NC1=O	2	-14	-8	-23	-4	-5	-17	-32	3
Cc1cc([N+](=O)[O-])c2c(c1C)C1C=CCC1C(c1ccccn1)N2 (stereo not drawn)	18	.	9	0	-1	52*	.	6	-5
C=Cn1c(C(=O)O)cc(CC)c1-c1ccccc1	9	-2	8	-1	0	7	-1	-7	2
Additional compounds:
SMILES	PREPL inh	PAFAH1B3 inh	EBNA-1 inhibitor	LYPLA1 counter	PAD4 inh	GSTO1 counter	PAFAH2 inh	LYPLA2 inh	ZTA counter
COc1ccc(CC(=O)NCC2COc3ccccc3O2)cc1 (stereo not drawn)	4	7	-8	-3	-8	1	3	0	-8
O=C(COc1ccc(Cl)cc1)NCc1nnc(SCC(=O)N2CCCCCC2)o1	8	-1	5	2	-3	0	-4	1	11
N#Cc1nc(-c2ccc(F)cc2)oc1NCCCn1ccnc1	-10	.	1	7	3	-1	.	8	-17
CCOC(=O)N1CCN(C(=O)CN(c2ccc(OCC)cc2)S(C)(=O)=O)CC1	-1	6	-15	1	5	2	6	2	-3
CCn1ccnc1CNC(=O)CC1C(=O)NCCN1CC(c1ccccc1)c1ccccc1 (stereo not drawn)	5	-2	-10	4	-8	-3	2	-5	13
CCn1c(SCC(=O)N2CCN(c3ccccc3)CC2)nnc1-c1c[nH]c2ccccc12	-5	-7	1	0	-3	1	2	0	-9
CC(c1nnc(SCC(=O)Nc2cccnc2Cl)n1Cc1ccccc1)N(C)C (stereo not drawn)	4	3	3	-5	-4	3	-9	-3	-5
CCOC(=O)c1c(NC(=O)CSc2n[nH]c(CNc3ccccc3)n2)sc(C)c1C	11	0	13	-3	7	-1	-1	-1	-5
CC(Sc1nnc(C2CC2)n1C)C(=O)Nc1ccc2c(c1)CCC2 (stereo not drawn)	14	-2	.	2	4	.	-1	-3	-24
Cc1ccc(N2C(=O)CC(N3CCN(c4ccccn4)CC3)C2=O)cc1 (stereo not drawn)	-2	6	2	1	2	0	1	4	13
CCc1c(C)nc(SCC(=O)Nc2ccc3c(c2)OCCO3)[nH]c1=O	5	0	-13	-2	-2	29	-4	-3	-2
Cc1cc(Nc2ccc(O)cc2)ccc1N	31	.	.	16*	35*	.	.	21	-9
O=S(=O)(c1ccc(Br)cc1)c1nc(-c2ccccc2)oc1N1CCOCC1	5	2	-20	7	2	-3	11	1	1
COc1ccc([C@H]2[C@H](C(=O)OC(C)(C)C)N3N=Cc4ccccc4C3C23C(=O)c2ccccc2C3=O)cc1OC (stereo partly drawn)	-1	0	6	-1	-9	16	9	0	-4
Cc1ccc(CCC(=O)Nc2ccccc2F)s1	13	7	4	1	-2	3	-1	2	1
COc1cc(C(=O)Nc2cc(C)nn2-c2ccccc2)cc(OC)c1OC	-8	3	-2	-1	-2	-2	6	-1	4
O=C(Nc1cccnc1)c1ccc(Cl)c(S(=O)(=O)N2CCOCC2)c1	2	5	-6	1	-5	1	2	2	-2

Random excerpt: 4 compounds from above
SMILES	PREPL inh	PAFAH1B3 inh	EBNA-1 inhibitor	LYPLA1 counter	PAD4 inh	GSTO1 counter	PAFAH2 inh	LYPLA2 inh	ZTA counter
O=S(=O)(c1ccc(Br)cc1)c1nc(-c2ccccc2)oc1N1CCOCC1	5	2	-20	7	2	-3	11	1	1
Cc1ccc(CCC(=O)Nc2ccccc2F)s1	13	7	4	1	-2	3	-1	2	1
COc1cc(C(=O)Nc2cc(C)nn2-c2ccccc2)cc(OC)c1OC	-8	3	-2	-1	-2	-2	6	-1	4
O=C(Nc1cccnc1)c1ccc(Cl)c(S(=O)(=O)N2CCOCC2)c1	2	5	-6	1	-5	1	2	2	-2

Source: PubChem BioAssay
